NCI-60 one-dose screen, 48 h, at 10 µM unless noted. Numbers give growth in % (100 = growth as untreated, 0 = no growth, -100 = all killed).
HOP-92: HOP-92 NSCLC cells; hit rate 6.3% among 71,000
LOX IMVI: LOX IMVI melanoma. hit rate 7.4% among 79,000
M14: M14 melanoma. hit rate 6.2% among 80,000
A549/ATCC: A549/ATCC NSCLC; hit rate 3.7% among 81,000
SK-MEL-5: SK-MEL-5 melanoma. hit rate 6.4% among 80,000. AID 1794755
HOP-62: HOP-62 NSCLC; hit rate 3.9% among 80,000
EKVX: EKVX NSCLC; hit rate 3% among 71,000; AID 1794765
CCRF-CEM: CCRF-CEM leukemia; hit rate 7% among 77,000
Starred values were filed as active, the others as inactive; · = not tested or not shown; & = joins results of further samples; [ ] = remark or other dose. Rule for the calls: active = growth percent below 10; inactive = the rest.

SMILES	HOP-92	LOX IMVI	M14	A549/ATCC	SK-MEL-5	HOP-62	EKVX	CCRF-CEM
CNS(=O)(=O)Nc1nccc(Cc2c(C)c3ccc(Oc4ncccn4)cc3oc2=O)c1F	-4.7*	26	13	38	23	43	55	84
CCCCCCC(NC(=O)c1ccccc1)C(=O)O (stereo not drawn)	109	114	116	85	116	108	114	90
CCOC(=O)Nc1ccccc1NC(=O)OCC	88	97	82	68	99	94	97	87
OC(Cc1ccncc1)c1ccccc1Cl (stereo not drawn)	88	99	96	96	99	104	118	94
Nc1nc[nH]c(=O)c1N=Cc1ccccc1	·	95	107	101	107	103	100	96
N=c1c(S(=O)(=O)c2ccccc2)cc2c(=O)n3ccccc3nc2n1C1CCCCC1	63	·	116	97	101	84	100	101
Nc1nc(Nc2ccccc2)nn1Cc1cccc(C(F)(F)F)c1	76	86	83	79	89	82	71	56
COc1cc(C2CC(c3cc(OC)c(OC)c(OC)c3)=NN2)ccc1Oc1ccnc2cc(Cl)ccc12 (stereo not drawn)	·	95	100	91	89	102	99	77
O=C(O)C(O)c1ccc(Cl)cc1Cl (stereo not drawn)	98	102	101	95	105	86	97	106
N#Cc1ccc(OCC(=O)Nc2c(N)[nH]c(=O)n(Cc3ccccc3)c2=O)cc1	108	99	103	100	101	112	103	103
COc1ccc(-n2ncc3c2CCc2cc(S(=O)(=O)c4ccccc4)c(OCc4ccccc4)nc2-3)cc1	85	102	97	84	95	103	·	88
CC1(C)C(=O)NC(=O)N1CO	66	98	108	124	100	114	90	136
COc1ccc(C(=O)Cn2c(C(=O)c3ccc(Cl)cc3)nc3ccccc32)cc1	59	75	15	68	42	82	91	39
c1coc(CNc2ccnc(Nc3ccc(OCCN4CCCCC4)cc3)n2)c1	69	83	102	92	80	93	95	81
Brc1cccc(-n2ncc3c(Nc4ccc(-c5nnc(-c6ccccc6)o5)cc4)ncnc32)c1	104	93	108	109	99	90	102	118
COc1cc(/C=C/C(=O)C(C(=O)/C=C/c2ccc(OC(=O)CCNc3nnc(C)s3)c(OC)c2)C(=O)CCNc2nnc(C)s2)ccc1OC(=O)CCNc1nnc(C)s1	-16*	-69*	-2.9*	34	-23*	28	22	·
CCCN1C(=O)N(CCC)C2C1NN=c1s/c(=C3\C(=O)N(C(C)C)c4ccccc43)c(=O)n12 (stereo not drawn)	27	41	38	44	·	42	51	46
O=S(=O)(NCCCNc1nccc(-c2c(-c3cccc(F)c3)nc3sccn23)n1)c1ccccc1	80	50	51	63	31	99	65	44
COc1cc2nc(NC3CC3)nc(NC3CCN(C)CC3)c2cc1OC	84	98	101	96	98	89	94	102
Cc1nc2sccn2c1-c1nc2sccn2c1/C=C1/C(=O)Nc2ccccc21	4.5*	36	34	39	21	54	57	35
CSc1ccc2c(c1)N(CCC1CCCCN1C)c1ccccc1S2 (stereo not drawn)	·	24	-58*	64	24	69	67	35
Clc1ccccc1-c1nnc(Cn2cnnc2)o1	98	112	97	95	120	98	93	94
COc1ccc2nc(NC(=O)Cc3ccc4c(c3)OCCO4)sc2c1	87	99	105	103	90	100	106	95
N#Cc1c(-c2ccc(Cl)cc2Cl)nc(SCC(=O)c2ccc(Br)cc2)[nH]c1=O	41	94	90	87	94	101	80	·

Exported with two lines to a compound: part of the list above
Every second line gives: HOP-92 | LOX IMVI | M14 | A549/ATCC | SK-MEL-5 | HOP-62 | EKVX | CCRF-CEM
> CCCN1C(=O)N(CCC)C2C1NN=c1s/c(=C3\C(=O)N(C(C)C)c4ccccc43)c(=O)n12 (stereo not drawn)
→ 27 | 41 | 38 | 44 | · | 42 | 51 | 46
> COc1cc(/C=C/C(=O)C(C(=O)/C=C/c2ccc(OC(=O)CCNc3nnc(C)s3)c(OC)c2)C(=O)CCNc2nnc(C)s2)ccc1OC(=O)CCNc1nnc(C)s1
→ -16* | -69* | -2.9* | 34 | -23* | 28 | 22 | ·

Next part:
SMILES	HOP-92	LOX IMVI	M14	A549/ATCC	SK-MEL-5	HOP-62	EKVX	CCRF-CEM
CC(C)n1c(=S)[nH]c2ccccc2c1=O	93	92	100	110	101	109	96	125
Cc1cc2nc(CO)[nH]c2cc1C	·	110	107	91	112	99	112	94
CC(=O)NC1COC(CO)C(OC2OC(CO)CC(O)C2NC(C)=O)C1O (stereo not drawn)	95	·	100	108	101	105	97	101
COc1nc2ccc(Br)cc2cc1/C=C/C(=O)c1cc2ccccc2oc1=O	75	98	100	101	106	92	99	99
COc1ccc(-c2nc(/C=N/Nc3cc(C)nc4ccc(Br)cc34)c(C)o2)cc1	-84*	-87*	1.1*	-61*	47	64	-9.0*	-50*
Cc1cccc(NC(=O)[C@@H]2c3ccccc3C(=O)N(c3ccc(Cl)cc3)[C@H]2c2ccc(Cl)cc2)n1	42	80	46	24	33	53	37	73
CN(C)C(=S)SCc1ccc(Cl)cc1Cl	70	89	113	97	102	91	99	102
CCCCCCCCCCCC(c1ccccc1)[N+](C)(C)C (stereo not drawn)	-17*	-37*	11	28	-80*	17	43	16
CSc1nc(Nc2ccc(S(N)(=O)=O)cc2)c(C#N)c(-c2cccc([N+](=O)[O-])c2)n1	100	91	99	97	94	105	97	92
Cn1cccc1C(=O)C1C(c2ccc(Cl)cc2)C2C3CCCCC3CN2C12C(=O)Nc1ccc(Cl)cc12 (stereo not drawn)	75	70	87	61	88	94	74	86
c1ccc(C(Nc2cccnc2)c2ccccc2)cc1	70	82	90	94	93	·	93	72
CCOC(=O)c1c(OC)ccc2ccccc12	101	118	·	112	108	108	104	95
COc1c(N2CC3CCCNC3C2)c(F)cc2c(=O)c(C(=O)N/N=C/c3cc[nH]c3)cn(C3CC3)c12 (stereo not drawn)	97	103	·	107	100	94	99	88
COc1ccc(C2CC(=O)c3c(O)cc(OC4OC(COC5OC(C)C(O)C(O)C5O)C(O)C(O)C4O)cc3O2)cc1O (stereo not drawn)	·	107	99	98	104	10	100	106
NC(=O)c1[nH]cnc1/N=N/N(CCO)CCO	88	48	69	98	117	86	109	94
Brc1ccc2c(c1)-c1ccccc1C1=NCCN12	·	-69*	-52*	-19*	-77*	-24*	-2.7*	-12*
O=S(=O)(c1ccccc1)n1cc2c(c1)-c1nc(Nc3ccccc3)sc1CC2	78	70	73	49	49	104	·	51
Cc1ccc(S(=O)(=O)N2CCC(=O)c3ccccc32)cc1	81	76	62	102	63	81	102	66
CSc1nc(-c2cccc(NC(=O)CC#N)c2)c(C#N)c(=O)n1C	103	97	101	105	101	98	92	106
Nc1ccc(S(=O)(=O)NC(CSSCC(NS(=O)(=O)c2ccc(N)cc2)C(=O)O)C(=O)O)cc1 (stereo not drawn)	·	101	94	96	99	92	100	112
CSc1ccnc2cc(Cl)ccc12	101	94	97	83	98	78	79	116
COc1cc2c(cc1-c1c(C)noc1C)ncc1nc(C3CCC(F)(F)CC3)n([C@H](C)COC(F)F)c12	32	15	46	40	·	37	48	50
CC(Cc1cccc2ccccc12)C(N)=O (stereo not drawn)	81	101	108	97	101	95	104	97
CC[C@H]1c2ccccc2[C@@H](C(=O)O)N(C(C)=O)c2ccc(C)cc21	104	96	103	96	103	99	96	103

Reprinted from the results shown, 22 compounds:
SMILES	HOP-92	LOX IMVI	M14	A549/ATCC	SK-MEL-5	HOP-62	EKVX	CCRF-CEM
N#Cc1c(-c2ccc(Cl)cc2Cl)nc(SCC(=O)c2ccc(Br)cc2)[nH]c1=O	41	94	90	87	94	101	80	·
CC(C)n1c(=S)[nH]c2ccccc2c1=O	93	92	100	110	101	109	96	125
Cc1cc2nc(CO)[nH]c2cc1C	·	110	107	91	112	99	112	94
CC(=O)NC1COC(CO)C(OC2OC(CO)CC(O)C2NC(C)=O)C1O (stereo not drawn)	95	·	100	108	101	105	97	101
COc1nc2ccc(Br)cc2cc1/C=C/C(=O)c1cc2ccccc2oc1=O	75	98	100	101	106	92	99	99
COc1ccc(-c2nc(/C=N/Nc3cc(C)nc4ccc(Br)cc34)c(C)o2)cc1	-84*	-87*	1.1*	-61*	47	64	-9.0*	-50*
Cc1cccc(NC(=O)[C@@H]2c3ccccc3C(=O)N(c3ccc(Cl)cc3)[C@H]2c2ccc(Cl)cc2)n1	42	80	46	24	33	53	37	73
CN(C)C(=S)SCc1ccc(Cl)cc1Cl	70	89	113	97	102	91	99	102
CCCCCCCCCCCC(c1ccccc1)[N+](C)(C)C (stereo not drawn)	-17*	-37*	11	28	-80*	17	43	16
CSc1nc(Nc2ccc(S(N)(=O)=O)cc2)c(C#N)c(-c2cccc([N+](=O)[O-])c2)n1	100	91	99	97	94	105	97	92
Cn1cccc1C(=O)C1C(c2ccc(Cl)cc2)C2C3CCCCC3CN2C12C(=O)Nc1ccc(Cl)cc12 (stereo not drawn)	75	70	87	61	88	94	74	86
c1ccc(C(Nc2cccnc2)c2ccccc2)cc1	70	82	90	94	93	·	93	72
CCOC(=O)c1c(OC)ccc2ccccc12	101	118	·	112	108	108	104	95
COc1c(N2CC3CCCNC3C2)c(F)cc2c(=O)c(C(=O)N/N=C/c3cc[nH]c3)cn(C3CC3)c12 (stereo not drawn)	97	103	·	107	100	94	99	88
COc1ccc(C2CC(=O)c3c(O)cc(OC4OC(COC5OC(C)C(O)C(O)C5O)C(O)C(O)C4O)cc3O2)cc1O (stereo not drawn)	·	107	99	98	104	10	100	106
NC(=O)c1[nH]cnc1/N=N/N(CCO)CCO	88	48	69	98	117	86	109	94
Brc1ccc2c(c1)-c1ccccc1C1=NCCN12	·	-69*	-52*	-19*	-77*	-24*	-2.7*	-12*
O=S(=O)(c1ccccc1)n1cc2c(c1)-c1nc(Nc3ccccc3)sc1CC2	78	70	73	49	49	104	·	51
Cc1ccc(S(=O)(=O)N2CCC(=O)c3ccccc32)cc1	81	76	62	102	63	81	102	66
CSc1nc(-c2cccc(NC(=O)CC#N)c2)c(C#N)c(=O)n1C	103	97	101	105	101	98	92	106
Nc1ccc(S(=O)(=O)NC(CSSCC(NS(=O)(=O)c2ccc(N)cc2)C(=O)O)C(=O)O)cc1 (stereo not drawn)	·	101	94	96	99	92	100	112
CSc1ccnc2cc(Cl)ccc12	101	94	97	83	98	78	79	116

New compounds follow.
SMILES	HOP-92	LOX IMVI	M14	A549/ATCC	SK-MEL-5	HOP-62	EKVX	CCRF-CEM
COc1cc(NC(=O)CSc2nc3ccccc3c(=O)n2-c2ccc(F)cc2)cc(OC)c1OC	58	90	96	93	90	·	87	94
CCc1c(C(=O)Nc2ccc3ccccc3c2)[nH]c(C)c1C(C)=O	92	96	94	90	77	96	84	96
c1ccc(Cn2cc(-c3ccccc3)c3ncnc(N4CCOCC4)c32)cc1	41	90	91	80	75	78	75	63
Cc1cccc(Cl)c1NC(=O)CNC(C)(C)C	80	100	89	99	103	89	95	80
Nc1ccc(C(=O)O)cc1Br	·	103	109	92	103	93	110	97
CC(C)NC(=O)/C=C\C(=O)O	93	94&97	113&100	102&102	101&99	104&108	105&96	100&108
COc1cccc2c1C(=O)c1ccccc1C2=O	67	95	112	99	·	99	88	110
Cc1ccc(SCCCN(C)C)cc1	104	93	109	101	103	107	103	107
COc1ccc2nc3cc(Cl)ccc3c(SC(CC(=O)O)C(=O)O)c2c1 (stereo not drawn)	106	108	112	98	96	99	107	99
CNC(=O)c1cc(N2CCc3cc(NC(=O)Nc4ccc(Cl)c(C(F)(F)F)c4)ccc32)ccn1	68	65	·	49	47	85	55	48
C=CC[C@@H](C[C@@H](C)CC[C@H]1O[C@]1(C)C(O)CC(=C)C(C)C)OC(C)=O (stereo partly drawn)	87	91	92	107	97	78	97	109
N#C/C(=C\Nc1ccccn1)C(=O)c1ccccc1	88	102	101	86	98	96	94	91
COc1ccc(OC)c(-n2cc(C#N)c(N)c2C(=O)c2cc(OC)c(OC)c(OC)c2)c1	107	104	106	109	99	115	92	108
Cc1ccc(-c2cc(Cc3cccs3)c(=O)n(CN3CCN(C)CC3)n2)cc1C	·	95	102	96	98	107	106	79
CC(=O)c1cc(C)c(C)cc1C	105	89	115	100	102	95	·	95
Fc1ccc(Nc2csc(Nc3cnccn3)n2)cc1	108	95	105	105	102	92	92	104
COc1ccc(/C=C/C(=O)c2cccc(OCC(=O)O)c2)cc1	99	·	106	95	103	101	106	104
O=C1c2cc3c(cc2-c2c1c1cc(F)c(F)cc1c(=O)n2CCCn1ccnc1)OCO3	-7.1*	-20*	8.2*	-93*	-75*	2.0*	31	7.0*
O=C(CCCNc1ncnc2c1ncn2-c1ccccc1)NC1CCCCC1	86	95	94	93	99	88	102	95
CN(C)CCN(C)CC(C)(C)C(=O)/C=C/c1ccc(Cl)c(Cl)c1	-89*[100 µM]	·	-92*[100 µM]	-82*[100 µM]	-99*[100 µM]	-93*[100 µM]	-82*[100 µM]	-0.9*[100 µM]
O=C(O)c1cccc(Oc2ccc(C(=O)O)c([N+](=O)[O-])c2)c1	·	88	74	87	90	97	94	101
COc1ccc(/C(O)=C2\C(=O)C(=O)N(Cc3cccnc3)C2c2ccncc2)cc1C (stereo not drawn)	77	100	102	89	112	93	104	·
C=C(C)[C@@H]1CC[C@]2(C(=O)OCCCC[P+](c3ccccc3)(c3ccccc3)c3ccccc3)CC[C@]3(C)[C@H](CC[C@@H]4[C@@]5(C)CC[C@H](OC(=O)C(Cl)Cl)C(C)(C)[C@@H]5CC[C@]43C)[C@@H]12	-67*	-94*	-56*	0.6*	-99*	-0.8*	-13*	0.8*
COc1cccc(-c2nn(-c3ccccc3)cc2-c2ccnc(NCCCNS(=O)(=O)c3ccc(Br)cc3)c2)c1	35	57	47	48	40	81	66	32

High-throughput results (PubChem BioAssay)
